Assay outcomes: PubChem BioAssay, several laboratories
NadD block: inhibitors of Staphylococcus aureus NadD; AID 602399; 360,000 tested, 0.78% active; purified NadD enzyme, colorimetric absorbance read-out; inhibition, % at 20 µM; in the data active means inhibition above about 26%; further: some compounds past the cut are filed as inactive
LMPTP inh: blocks human LMPTP phosphatase; inhibition, % at 20 µM; AID 651560; P24666; 360,000 tested, 0.22% active; recombinant LMPTP-A, OMFP fluorogenic substrate, fluorescence intensity;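 active means compounds that cut the enzyme signal by at least half of the control window in the single-dose screen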;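 further: plate controls were DMSO wells with enzyme plus substrate for no effect and substrate without enzyme for full effect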
Target sequence (P24666 whole entry, looked up): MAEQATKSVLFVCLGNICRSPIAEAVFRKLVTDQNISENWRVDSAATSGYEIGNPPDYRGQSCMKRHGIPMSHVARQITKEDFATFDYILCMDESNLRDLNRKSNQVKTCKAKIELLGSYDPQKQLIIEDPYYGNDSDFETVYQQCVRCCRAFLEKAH
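Test system: LMPTP-A phosphatase enzyme; input: 0.625 nM LMPTP-A final; reagent: OMFP substrate, 400 µM final; compound dosing: 20 µM single dose, 3% DMSO; incubation: 50 min dark incubation at room temperature; measured by: endpoint fluorescence intensity from OMFP dephosphorylation; measure: % inhibition relative to no-enzyme and uninhibited control wells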
STEP inh: inhibitors of human striatal-enriched phosphatase STEP; P54829; recombinant STEP, OMFP fluorogenic substrate, fluorescence; inhibition, % at 20 µM; 360,000 tested, 0.25% active; AID 588621;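 active means inhibition at 20 µM, scaled per plate between control wells, above about 37%, limit read from the data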;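 further: 0% = DMSO with enzyme and substrate and 100% = substrate only without enzyme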
Target sequence (P54829 whole entry, looked up): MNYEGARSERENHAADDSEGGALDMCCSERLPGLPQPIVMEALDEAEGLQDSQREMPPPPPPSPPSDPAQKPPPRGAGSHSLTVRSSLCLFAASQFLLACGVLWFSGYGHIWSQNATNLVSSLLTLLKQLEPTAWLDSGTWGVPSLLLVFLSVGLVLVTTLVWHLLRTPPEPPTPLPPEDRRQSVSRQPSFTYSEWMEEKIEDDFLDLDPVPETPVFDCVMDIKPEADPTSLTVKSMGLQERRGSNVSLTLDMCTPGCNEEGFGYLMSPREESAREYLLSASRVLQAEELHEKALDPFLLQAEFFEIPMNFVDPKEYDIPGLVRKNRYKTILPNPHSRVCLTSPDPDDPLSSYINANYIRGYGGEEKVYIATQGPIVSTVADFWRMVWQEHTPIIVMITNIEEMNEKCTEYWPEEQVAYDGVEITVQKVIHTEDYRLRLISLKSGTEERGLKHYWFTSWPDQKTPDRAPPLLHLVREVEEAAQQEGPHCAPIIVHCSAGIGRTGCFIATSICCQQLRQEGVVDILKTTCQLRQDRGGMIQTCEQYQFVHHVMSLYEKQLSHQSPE
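Assay system: isolated STEP enzyme. Buffer or medium: pH 6.0 Bis-Tris with DTT and Tween 20. Also added: fluorogenic phosphatase substrate OMFP at 25 µM final. Dosing: 20 µM, 1% DMSO. Timing: 20 min reaction, room temperature, in the dark. Measured by: fluorescence intensity, excitation 480 nm, emission 540 nm. Evaluation: normalized % inhibition.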
SUMO1-SIM PPI: modulators of human SUMO1-mediated protein-protein interactions | inhibition, % at 20 µM | 360,000 tested, 0.33% active | AID 602429 | SUMO1 binding to a labelled peptide, TR-FRET, 1 h | P63165; in the data active means inhibition above about 37%
Target sequence (P63165 whole entry, looked up): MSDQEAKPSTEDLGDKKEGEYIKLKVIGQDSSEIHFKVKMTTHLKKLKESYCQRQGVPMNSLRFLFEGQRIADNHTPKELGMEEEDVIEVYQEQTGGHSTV
PABP1 MLLE inh: inhibitors of microRNA-mediated deadenylation, human PABP1 MLLE binding; P11940; GST-MLLE / FITC-PAM2 fluorescence polarization; inhibition, % at 20 µM; 360,000 tested, 0.36% active; AID 588489; in the data active means inhibition above about 35%, passing the limit was not always enough;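 further: plate controls were DMSO wells with GST-MLLE for no effect and wells lacking GST-MLLE protein for full effect; some results filed as inactive read as strong as hits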
DNMT1 inh: inhibitors of human DNMT1. AID 588458. inhibition (reported as % activation of signal), % at 10 µM. 360,000 tested, 0.83% active. DNMT1 molecular beacon, Hinp1I cleavage, fluorescence; in the data active means inhibition above about 50%
CSN inh: CSN deneddylation inhibition | AID 651999 | inhibition, % at 12.5 µM | 360,000 tested, 0.38% active | Q92905 | Purified CSN, SCF-Nedd8-OG deneddylation, fluorescence polarization;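 active means pattern-corrected inhibition above about 35%, with an unprinted fluorescence ratio check between 0.5 and 1.5, limit read from the data, passing the limit was not always enough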;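 further: 0% = enzyme with substrate and 100% = substrate without enzyme; some results filed as inactive read as strong as hits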
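Schedule: reaction 90 min, room temperature / Assay system: HEK293T-derived human Csn5 enzyme / Input: Csn5 at 0.24 nM final / Measure: inhibition of Csn5 cleavage, % / Control set: substrate-only high control, full reaction low control / Technique: fluorescence polarization of the substrate / Buffer or medium: Tris/NaCl/DTT buffer, pH 7.5 / Reagent: SCFSkp2-Nedd8OG substrate at 10 nM final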
Rpn11 inh: blocks the human proteasome subunit Rpn11. O00487. 360,000 tested, 0.59% active. human 26S proteasome, Ub4-pepOG fluorescence polarization; 20S core pre-blocked with epoxomicin. calls only at 20 µM;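 active means inhibition at 20 µM, scaled to each plate's controls, above about 33%, limit read from the data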
Scp1 inh: blocks human Scp-1 phosphatase activity; Recombinant Scp1, phosphopeptide, malachite green phosphate absorbance; inhibition, % at 20 µM; Q9GZU7; 340,000 tested, 0.88% active;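 active means inhibition above about 50% at 20 µM, limit read from the data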;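 further: plate controls were DMSO wells with enzyme for no effect and wells lacking enzyme for full effect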
Target sequence (Q9GZU7 76-261 limits assumed): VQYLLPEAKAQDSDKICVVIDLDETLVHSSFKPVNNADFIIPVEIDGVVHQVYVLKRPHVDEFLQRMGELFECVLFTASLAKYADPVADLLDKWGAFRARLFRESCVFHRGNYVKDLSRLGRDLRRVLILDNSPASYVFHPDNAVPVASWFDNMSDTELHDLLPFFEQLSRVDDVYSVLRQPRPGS
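Test system: SCP-1 catalytic domain; Buffer or medium: Acidic Tris acetate buffer with magnesium and detergent; Also added: Phosphorylated 17-residue peptide substrate; Compound: single 20 µM dose, 1% DMSO; Schedule: enzyme reaction 45 min at room temperature, colour 5 min, stabilisation 30 min; Signal: Phosphate-binding colour reagent, absorbance read at 630 nm.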
TbMetRS inhib: blocks T. brucei methionyl-tRNA synthetase activity | purified T. brucei MetRS, ATP depletion, Kinase-Glo luminescence | inhibition, % at 11.9 µM | 360,000 tested, 0.4% active;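 active means inhibition above a per-plate cutoff of the control wells' mean inhibition plus 3 SD, cut at about 5.5% in these data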;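 further: 0% = DMSO wells median and 100% = median of wells with control inhibitor compound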
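Test system – parasite MetRS enzyme · Reagent – substrates ATP, L-methionine and bulk Escherichia coli tRNA · Doses – 11.9 µM compound single dose, 0.9% DMSO · Times – 15 min enzyme-compound preincubation, 2 h reaction, 10 min detection, 25 °C · Signal – Kinase-Glo luminescence, ATP depletion format · Controls – DMSO-only wells as low control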
Starred values were filed as active, the others as inactive; i = inactive; x = no result given.

Values run as follows: NadD block	LMPTP inh	STEP inh	SUMO1-SIM PPI	PABP1 MLLE inh	DNMT1 inh	CSN inh	Rpn11 inh	Scp1 inh	TbMetRS inhib
C#CCNC(=O)/C=C/c1ccc(OC)cc1
 : 1	-0.5	-1	2	17	-1	-1	i	-3	-0.3
CC(=O)c1ccc(N2CCN(CC(O)COCc3ccco3)CC2)cc1 (stereo not drawn)
 : -1	-0.2	-3	2	0	-1	-3	i	-1	0.1
Cn1c(=O)c2c(ncn2CCN(CCO)Cc2ccccc2)n(C)c1=O
 : 10	-1.1	1	-3	1	0	5	i	-13	-0.2
O=C(NNc1cc(N2CCOCC2)nc(N2CCOCC2)n1)C12CC3CC(CC(C3)C1)C2
 : 1	-0.8	0	0	-12	-11	3	i	-5	-0.1
COc1ccc(F)cc1S(=O)(=O)Nc1ccncc1
 : 0	-0.9	-3	5	-13	3	6	i	-5	0.2
CCOC(=O)C1=C(CS(=O)(=O)c2ccccc2)NC(=O)NC1c1cccc(OC)c1 (stereo not drawn)
 : 7	0.0	-1	0	11	2	3	i	-13	-0.8
COCc1[nH]nc2c1C(c1ccc(OC)c(OC)c1)C(C#N)=C(N)O2 (stereo not drawn)
 : -6	-1.0	-2	-2	0	-6	2	i	-9	-1.0
C/C(=N/NC(=O)c1ccncc1)c1ccc(NC(=O)c2ccccc2)cc1
 : -1	-0.9	0	-3	9	0	0	i	-1	-0.5
Cn1c(=O)c2c(nc(Br)n2CCSc2nnnn2-c2ccccc2)n(C)c1=O
 : 5	-0.4	0	2	-1	0	-1	i	-5	0.2
O=C(Oc1cccc([N+](=O)[O-])c1)c1ccc2c(=O)n3c(nc2c1)CCC3
 : 3	1.1	3	-9	-8	2	-1	i	13	-0.1
COc1ccc(Cl)cc1Nc1nc2ccc(C)cc2n2cnnc12
 : -13	-0.5	-1	1	-16	10	3	i	4	-0.9
CCOC(=O)N1CCC(NS(=O)(=O)c2cc(C(=O)OC)n(C)c2)CC1
 : -7	-0.9	-4	3	3	2	1	i	-7	-0.7
Nc1c(-c2ccc(Cl)cc2)cnc2c(-c3ccc(F)cc3)cnn12
 : 0	0.0	1	6	3	3	-3	i	5	-1.2
CC(Oc1ccccc1)C(=O)Nc1ccccc1F (stereo not drawn)
 : 4	-1.2	-2	0	12	10	2	i	-5	-1.0
COc1ccc(Cl)cc1C(=O)Nn1cnnc1
 : 3	-1.5	-3	0	5	1	1	i	-5	-0.8
COc1ccc(C)cc1NCC(=O)Nc1ccc(C(C)(C)C)cc1
 : -2	0.9	1	1	2	-2	-11	i	2	-0.9
COc1ccccc1NC(=O)Nc1nc(CC(=O)Nc2ccccc2F)cs1
 : -1	1.6	1	9	-7	-3	4	i	-6	-0.2
Fc1cc(F)cc(NC(=S)NN2CCOCC2)c1
 : -3	-3.8	-5	-3	13	4	-1	i	-5	-0.6
O=C(c1ccco1)N1CCN(C(=O)C2CC2)CC1
 : -2	-0.8	0	1	14	0	0	i	-4	0.9
C/C(=N\NC(=O)Cc1cccn1C)c1cccc2ccccc12
 : 3	1.6	0	-3	-13	-8	1	i	-2	-1.5
COc1ccc(CC(=O)NC(C)CCc2ccccc2)cc1 (stereo not drawn)
 : -6	-0.1	0	-1	-4	0	-5	i	-2	-1.0
Cc1ccc(NC(=O)CSCc2cc(=O)n3cc(C)sc3n2)cc1
 : 3	0.1	3	6	9	0	4	i	-9	-0.4
CN(CC(=O)Nc1ccccc1C(F)(F)F)C(=O)C1CCN(S(=O)(=O)c2ccc3c(c2)OCCO3)CC1
 : 6	-8.5	0	-15	-16	-1	1	i	-4	-0.3
COc1ccc(S(=O)(=O)N2CN(Cc3ccco3)c3nc4ccccc4nc32)cc1
 : 0	1.3	-1	7	3	9	-2	i	5	0.1
O=C(CSc1nnc(-c2ccccc2)n1-c1ccc(Cl)cc1)NC1CCS(=O)(=O)C1 (stereo not drawn)
 : -3	-1.1	0	-4	-20	1	-16	i	0	-0.2
Cc1ccnc(NC(=O)c2ccc(NC(=O)c3ccco3)cc2)c1
 : -3	-1.1	1	5	-9	-3	5	i	-11	-1.2
CC(=O)Oc1ccc(OC(C)=O)c(SCCCCCCl)c1
 : -4	-0.5	-2	5	-7	-1	-6	i	-7	-0.7
CC(C)(C)C(=O)Nc1nnc(SCC(=O)NCc2cccs2)s1
 : 2	-2.2	2	-3	9	0	-5	i	-11	0.5
CN1CCN(c2oc(-c3ccccc3Cl)nc2S(=O)(=O)c2ccccc2)CC1
 : -4	-0.9	6	2	-2	-1	2	i	-7	0.1
CN1CCN(C(=O)COCc2cc(-c3ccc4c(c3)OCO4)on2)CC1
 : -7	-1.7	4	3	15	2	-3	i	1	0.1

The final three records of the part above lead into the next.
Values run as follows: NadD block	LMPTP inh	STEP inh	SUMO1-SIM PPI	PABP1 MLLE inh	DNMT1 inh	CSN inh	Rpn11 inh	Scp1 inh	TbMetRS inhib
CC(C)(C)C(=O)Nc1nnc(SCC(=O)NCc2cccs2)s1
 : 2	-2.2	2	-3	9	0	-5	i	-11	0.5
CN1CCN(c2oc(-c3ccccc3Cl)nc2S(=O)(=O)c2ccccc2)CC1
 : -4	-0.9	6	2	-2	-1	2	i	-7	0.1
CN1CCN(C(=O)COCc2cc(-c3ccc4c(c3)OCO4)on2)CC1
 : -7	-1.7	4	3	15	2	-3	i	1	0.1
O=C(NCc1ccccc1)[C@@H]1C[C@H]1[C@@H](NP(=O)(c1ccccc1)c1ccccc1)c1ccccc1
 : 3	0.1	-2	3	-8	-1	-1	i	5	-0.5
COC(=O)C1CCN(C(=O)[C@H](C)NC(=O)C2CC(=O)N(c3ccc(F)cc3)C2)CC1 (stereo partly drawn)
 : -6	-0.4	-4	6	2	3	-2	i	-5	-0.5
CSc1cccc(NC(=S)N2CCC(N(C)C3CCCCCC3)CC2)c1
 : 0	4.5	1	1	-44	1	-1	i	-1	0.2
COc1ccccc1N1CCN(C(=O)CN(Cc2ccccc2)S(C)(=O)=O)CC1
 : -7	-1.2	-2	-2	11	1	10	i	-5	-0.6
COCCN(C(=O)CNC(=O)c1ccco1)C(C(=O)NC1CCCC1)c1cccs1 (stereo not drawn)
 : 1	0.4	-2	1	-4	-1	-1	i	-4	0.7
Cc1ccc(C(=O)COC(=O)COc2ccc(C)c(C)c2)cc1
 : -1	1.9	3	1	10	0	3	i	-15	0.0
CC(NC(=O)C(=O)N1CCOCC1)C(c1cccs1)N1CCN(c2ccc(F)cc2)CC1 (stereo not drawn)
 : 0	-0.7	0	3	-7	3	-5	i	0	-0.3
O=C(/C=C/c1ccc2c(c1)OCO2)NCCS(=O)(=O)N1CCN(c2ccc(F)cc2)CC1
 : -4	1.2	0	4	7	3	-2	i	1	-0.4
COC(=O)[C@@H](Cc1ccccc1)N(Cc1ccccc1)S(=O)(=O)N(Cc1ccccc1)[C@H](Cc1ccccc1)C(=O)OC
 : 0	1.2	3	2	-14	6	-2	i	-9	-0.1
CCOC(=O)N1CCN(c2c(-c3ccc(C)cc3)c(=O)c2=O)CC1
 : -5	-2.1	-1	-18	0	0	3	i	-4	-0.3
CCOc1ccc(N(CC(=O)N2CCCC2)S(=O)(=O)c2ccc(F)cc2)cc1
 : -2	-0.5	0	-2	7	-1	-2	i	1	-0.4
CC(=O)NC(C(=O)NCC(N)=O)C(C)C (stereo not drawn)
 : 1	-1.9	-2	-3	6	-9	4	i	-1	-0.1
Cn1c(=O)c2c(nc(OCc3ccccc3)n2C)n(C)c1=O
 : -5	-1.9	-3	11	7	1	2	i	-13	-0.4
O=C(CN1C(=O)CSc2ccccc21)Nc1ccccc1C(=O)N1CCOCC1
 : -2	-1.6	0	-2	6	-1	3	i	2	0.3
S=C(NCc1ccccc1)NN1CCOCC1
 : 2	0.4	-1	0	2	-2	-6	i	-3	0.3
O=[N+]([O-])c1ccc(COn2nnc3ccccc32)cc1
 : -3	-0.4	-4	-22	1	-1	1	i	-6	-0.8
CCOc1ccc(CCNC(=O)C2CCCN(C(=O)N(C)C)C2)cc1OCC (stereo not drawn)
 : 1	-0.6	1	-7	-1	-3	-1	i	-8	-0.1
COc1ccc(OCC(=O)O/N=C(\N)Cc2ccc(Cl)cc2)cc1
 : -4	0.1	-3	-4	-9	0	2	i	43	-1.5
O=C1COc2ccc(S(=O)(=O)N3CCCC3)cc2N1
 : -2	-2.0	1	2	13	9	3	i	1	0.0
Cn1c(=O)oc2cc(S(=O)(=O)NCCN3CCCCCC3)ccc21
 : 2	3.9	-4	4	-8	0	6	i	-5	0.4
O=S(=O)(c1ccc(Cl)s1)N1CCCc2cccc(O)c21
 : 1	0.8	2	1	0	-2	1	i	-12	-0.6
C[C@H](NC(=O)c1nc[nH]c1C(=O)NCC(=O)OCc1ccccc1)C(=O)OC(C)(C)C
 : 9	1.1	-2	1	12	3	-4	i	-7	-0.2
Cc1nc2ccccc2nc1OCC(=O)Nc1cc(C(F)(F)F)ccc1N1CCOCC1
 : -2	0.1	-1	-7	-38	-12	-7	i	-13	-1.0
CC(=O)Nc1ccc(-c2csc(NC(=O)c3ccc(C)o3)n2)cc1
 : 3	0.7	13	0	-3	-6	3	i	-6	0.1
COc1cccc(C(O)c2nc(-c3ccc(C)c(C)c3)cs2)c1 (stereo not drawn)
 : -5	3.1	-3	8	8	5	-2	i	x	-0.1
Cc1[nH]c2ccccc2c1C(=O)C(=O)NC1CC(=O)N(c2ccc(F)cc2)C1 (stereo not drawn)
 : -3	-0.2	-3	1	16	1	-3	i	-3	-0.5
COc1ccc(CC(=O)OCC(=O)N2CCN(S(=O)(=O)c3ccc(C)cc3C)CC2)cc1
 : -12	0.6	3	3	-9	-1	1	i	-18	0.1
O=C(c1cc(C(=O)NCCc2ccccc2)c(=O)n(CCc2ccccc2)c1)c1cc(Cl)ccc1O
 : 6	3.5	-1	-1	-11	-13	1	i	-14	-0.7
